hIAP block: human IAP inhibitors, primary screen, biochemical, luminescence, uHTS | inhibition, % at 10 µM | 330,000 tested, 0.12% active | purified IAP, CDP-Star luminescence, 30 min | Intestinal-type alkaline phosphatase (Homo sapiens), P09923;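 active means inhibition reaching a set limit with compound at 10 µM in the primary screen, cut at about 35% in these data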;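 further: plate controls were DMSO wells with enzyme for no effect and no-enzyme buffer wells for full effect; values of inactives mirror those of a sister screen read the other way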
Target sequence (P09923 whole entry, looked up): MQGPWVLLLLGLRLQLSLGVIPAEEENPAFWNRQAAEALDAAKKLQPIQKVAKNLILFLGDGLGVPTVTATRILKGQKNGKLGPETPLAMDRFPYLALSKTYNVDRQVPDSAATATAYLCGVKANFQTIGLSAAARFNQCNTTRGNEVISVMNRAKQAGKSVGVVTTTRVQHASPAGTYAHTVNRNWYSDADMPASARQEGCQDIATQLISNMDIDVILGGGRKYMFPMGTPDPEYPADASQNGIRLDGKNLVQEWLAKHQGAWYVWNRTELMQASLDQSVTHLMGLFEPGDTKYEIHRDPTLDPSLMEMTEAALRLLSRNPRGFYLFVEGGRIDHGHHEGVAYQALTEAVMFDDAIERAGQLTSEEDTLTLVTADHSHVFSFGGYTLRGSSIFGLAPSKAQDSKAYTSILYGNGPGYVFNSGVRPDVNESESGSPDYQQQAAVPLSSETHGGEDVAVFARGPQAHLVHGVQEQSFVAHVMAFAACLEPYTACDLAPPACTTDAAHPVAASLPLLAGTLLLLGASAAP
A3G deaminase: APOBEC3G DNA deaminase inhibitors, primary screen, biochemical, fluorescence, single-stranded DNA substrate, uHTS. DNA dC->dU-editing enzyme APOBEC-3G (Homo sapiens), Q9HC16. 330,000 tested, 0.28% active. inhibition, % at 20 µM. AID 493012, 2011. recombinant A3G, ssDNA deamination FAM/TAMRA fluorescence;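 active means inhibition of at least 40% at 20 µM, with no more than 30% in the related APOBEC3A deaminase screen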;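 further: plate controls were DMSO wells with A3G for no effect and wells lacking A3G enzyme for full effect; some compounds called inactive have numbers as strong as hits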
Target sequence (Q9HC16 whole entry, looked up): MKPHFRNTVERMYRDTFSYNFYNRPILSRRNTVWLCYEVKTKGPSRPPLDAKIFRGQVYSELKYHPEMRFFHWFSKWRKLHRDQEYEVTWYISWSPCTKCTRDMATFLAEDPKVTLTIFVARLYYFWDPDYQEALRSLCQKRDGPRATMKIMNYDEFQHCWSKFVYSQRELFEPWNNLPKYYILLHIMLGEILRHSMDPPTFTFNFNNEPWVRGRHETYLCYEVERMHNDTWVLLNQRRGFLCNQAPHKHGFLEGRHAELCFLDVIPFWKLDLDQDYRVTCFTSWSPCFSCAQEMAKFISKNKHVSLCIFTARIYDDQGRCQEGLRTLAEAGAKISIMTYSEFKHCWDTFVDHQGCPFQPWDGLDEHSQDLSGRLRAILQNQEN
mIAP act: activators of mouse IAP, primary screen, biochemical, luminescence, uHTS | intestinal alkaline phosphatase [Mus musculus] | muIAP, CDP-Star luminescence, 30 min; hits give high values; 1 = vehicle-only enzyme signal, 0 = enzyme-free wells | activation factor at 10 µM | 330,000 tested, 0.24% active | AID 2805, 2010;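 active means activation factor of at least 2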; further: the source names both 10 and 20 µM as test concentration; values of inactives mirror those of a sister screen read the other way
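Assay system: mouse IAP enzyme / Compound: DMSO-dissolved test compounds / Timing: 30 min, room temperature / Measured by: luminescence from enzymatic CDP-Star hydrolysis / Control set: DMSO-only wells, enzyme-free buffer wells as negative control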
mIAP block: inhibitors of mouse IAP, primary screen, biochemical, luminescence, uHTS. intestinal alkaline phosphatase [Mus musculus]. purified mouse IAP, CDP-Star luminescence, 30 min. inhibition, % at 10 µM. 330,000 tested, 0.2% active. AID 2806, 2010;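 active means inhibition of at least 40% at 10 µM in the primary screen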;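 further: plate controls were DMSO with enzyme for no effect and no enzyme wells for full effect; values of inactives mirror those of a sister screen read the other way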
GRIN3A LBD mod: binders of NR3A ligand-binding domain, primary screen, biophysical, differential scanning fluorimetry, uHTS; 340,000 tested, 2.5% active; NR3A LBD differential scanning fluorimetry, Tm shift; 0% = protein alone, 100% = glycine-bound protein; AID 1259313, 2017; Tm shift relative to glycine control, % at 25 µM; Glutamate receptor ionotropic, NMDA 3A (GRIN3A) ligand-binding domain;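 active means melting temperature shift of at least 10% of the positive control shift, at one fixed dose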
MPTP block: mitochondrial permeability transition pore inhibitors, primary screen, biochemical, isolated mouse mitochondria, absorbance | Ca2+ swelling absorbance, 30 min | 360,000 tested, 1.4% active | inhibition, % at 10 µM;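 active means inhibition of 50% or more, scaled per plate between neutral and stimulator controls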;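 further: 0% = DMSO wells given calcium and 100% = 1 mM EGTA wells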
hIAP activ: human IAP activators, primary screen, biochemical, luminescence, uHTS; activation factor at 10 µM; purified human IAP, CDP-Star luminescence, 30 min; hits give high values; 1 = vehicle-only enzyme, 0 = enzyme-free background; 330,000 tested, 0.16% active;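 active means activation factor of the enzyme at least 2-fold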; further: the source names both 10 and 20 µM as test concentration; values of inactives mirror those of a sister screen read the other way
A3A deaminase: APOBEC3A ssDNA deaminase inhibitors, primary screen, selectivity assay for APOBEC3G inhibitor project, biochemical, FAM/TAMRA oligo cleavage fluorescence. DNA dC->dU-editing enzyme APOBEC-3A (Homo sapiens), P31941. recombinant A3A, FAM/TAMRA ssDNA deamination fluorescence. inhibition, % at 20 µM. 330,000 tested, 0.41% active. AID 493011, 2011;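 active means at least 40% inhibition at 20 µM here, with at most 30% in a related deaminase screen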;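 further: plate controls were A3A with DMSO for no effect and wells lacking A3A enzyme for full effect; some results filed as inactive read as strong as hits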
beta cell repl: inducers of MIN6 beta-cell proliferation, primary screen, ATP luminescence, uHTS; MIN6 cells proliferation, ATPlite luminescence, 48 h; cells starved in 0.2% serum; 100% = growth in 10% serum; proliferation, % at 10 µM; 330,000 tested, 0.29% active; AID 2380, 2010;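 active means compounds whose signal lies at least 3.5 SD above the mean of all wells on their plate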;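 further: 0% = DMSO-treated cells in low-serum medium and 100% = 10% serum control; some compounds called inactive have numbers as strong as hits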
The depositor's hits bear a star; . = no result given.

SMILES	hIAP block	A3G deaminase	mIAP act	mIAP block	GRIN3A LBD mod	MPTP block	hIAP activ	A3A deaminase	beta cell repl
COc1ccc(C(=O)N/N=C\c2coc3ccc(C)cc3c2=O)cc1	-8	-5	0.99	1	-1	0.4	1.1	-2	-1
COC(=O)c1[nH]c2cc(OC)ccc2c1NC(=O)CN1CCC(C(N)=O)CC1	15	-2	0.97	2	-1	1.0	0.85	7	-3
COc1ccc2c(C#CCCO)c(-c3ccc(S(C)(=O)=O)cc3)sc2c1	19	-4	1	-5	-14	1.7	0.81	-1	-1
Cc1c(NC(=O)C(C)N2C(=O)c3ccccc3C2=O)c(=O)n(-c2ccccc2)n1C (stereo not given)	-6	-5	0.99	0	-2	0.7	1.1	-1	-2
O=C(CN1CCN(c2ccc(F)cc2)CC1)Nc1nnc(-c2ccccc2)s1	-13	-5	1	-2	1	0.8	1.1	-2	0
Cc1cccc(NCc2n[nH]c(=S)n2-c2ccccc2)c1	-2	14	0.98	2	0	1.6	1	-7	-3
CCCCCCSc1ccc([C@H]2N[C@@](C)(C(=O)OC)[C@H]3C(=O)N(CC)C(=O)[C@@H]23)cc1	5	-2	0.96	4	-4	0.8	0.95	-4	-3
CCOCCCNC(=O)CN1C(=O)COc2ccc(S(=O)(=O)N3CCCC3)cc21	3	0	1	0	2	-0.5	0.97	1	-2
Cc1cc(C)c(Cn2cnc3ccccc32)c(C)c1	-12	-1	1.1	-7	-3	-1.7	1.1	4	-5
CCn1c(CNC(=O)Cc2ccc(OC)cc2)nnc1SCCOc1ccccc1	6	-6	1	-4	0	5.6	0.94	-4	-3
COc1cc(NC(=S)N2CCN(Cc3ccccc3)CC2)cc(OC)c1	-7	-1	0.94	6	0	-1.7	1.1	5	0
Cc1cccc(C2=NN(c3ccccc3)[C@@H](C(=O)N3CCOC3=O)[C@@H]2c2ccccc2)c1	.	1	0.98	2	-2	0.7	.	3	.
COc1ccc(C(C(=O)NC2CCCCC2)N(C(=O)CCl)c2ccc(OC)cc2)cc1 (stereo not given)	2	-8	0.97	3	-11	2.0	0.98	-6	-3
O=C(c1ccc(N2CCCC2)c([N+](=O)[O-])c1)N1CCN(CCO)CC1	-18	2	0.96	4	1	-0.4	1.2	9	-1
COc1ccc(C(C)(C)C)cc1NC(=O)c1cncc(Br)c1	26	1	0.88	12	1	-0.2	0.74	3	0
Cc1cc(-n2nc(C)cc2C)nc(N)n1	-2	-2	1	-2	2	0.6	1	-1	3
CCCNC(=O)c1cccc(COCC(F)(F)F)c1	11	-7	1.1	-5	-1	0.1	0.89	-3	-2
CCCCc1nc2cc(C(=O)NCCc3cnn(C)c3)ccc2o1	2	-8	1	-3	2	0.1	0.98	0	4
CCN(CC)c1ccc(/C=N/NC(=O)c2cc3ccccc3[nH]2)cc1	-32	1	1.2	-19	14*	2.0	1.3	-7	-3
CCCCn1c(N)c(N(CCOC)C(=O)c2cc(-c3ccccc3)nc3ccccc23)c(=O)[nH]c1=O	10	-4	0.92	8	0	-2.1	0.9	2	0
COc1ccc(F)cc1C(=O)COC(=O)c1n[nH]c(=O)c2ccccc12	7	-6	1	-2	0	-0.3	0.93	-2	-1
Cc1cc(OCC(=O)OCC(=O)Nc2cc(C(F)(F)F)ccc2N2CCOCC2)ccc1Cl	-5	-5	0.97	3	-5	1.8	1.1	4	0
COc1cc2cc(CCCOC(=O)c3ccco3)oc(=O)c2cc1OC	-8	3	1.1	-8	1	1.1	1.1	3	0
CC1CN(c2nc3ccccn3c(=O)c2/C=C(\C#N)C(=O)N2CCOCC2)CC(C)O1 (stereo not given)	12	-7	1	-2	2	-1.1	0.88	-2	-1
COc1ccc(C(=O)Nc2cccc(/C=C(\CCC(=O)O)c3nc4ccccc4s3)c2)cc1	5	-5	0.91	9	-6	4.4	0.95	0	-3

Compound profiles, from the list above. Order of values: hIAP block	A3G deaminase	mIAP act	mIAP block	GRIN3A LBD mod	MPTP block	hIAP activ	A3A deaminase	beta cell repl
COc1ccc(F)cc1C(=O)COC(=O)c1n[nH]c(=O)c2ccccc12 is listed as 7	-6	1	-2	0	-0.3	0.93	-2	-1
CCCNC(=O)c1cccc(COCC(F)(F)F)c1 is listed as 11	-7	1.1	-5	-1	0.1	0.89	-3	-2
COc1cc2cc(CCCOC(=O)c3ccco3)oc(=O)c2cc1OC is listed as -8	3	1.1	-8	1	1.1	1.1	3	0
CCCCCCSc1ccc([C@H]2N[C@@](C)(C(=O)OC)[C@H]3C(=O)N(CC)C(=O)[C@@H]23)cc1 is listed as 5	-2	0.96	4	-4	0.8	0.95	-4	-3

The listing picks up, repeating the 4 entries before the break.
SMILES	hIAP block	A3G deaminase	mIAP act	mIAP block	GRIN3A LBD mod	MPTP block	hIAP activ	A3A deaminase	beta cell repl
Cc1cc(OCC(=O)OCC(=O)Nc2cc(C(F)(F)F)ccc2N2CCOCC2)ccc1Cl	-5	-5	0.97	3	-5	1.8	1.1	4	0
COc1cc2cc(CCCOC(=O)c3ccco3)oc(=O)c2cc1OC	-8	3	1.1	-8	1	1.1	1.1	3	0
CC1CN(c2nc3ccccn3c(=O)c2/C=C(\C#N)C(=O)N2CCOCC2)CC(C)O1 (stereo not given)	12	-7	1	-2	2	-1.1	0.88	-2	-1
COc1ccc(C(=O)Nc2cccc(/C=C(\CCC(=O)O)c3nc4ccccc4s3)c2)cc1	5	-5	0.91	9	-6	4.4	0.95	0	-3
Cc1ccc(F)cc1NC(=O)c1ccc(OCC2CCCO2)cc1 (stereo not given)	-6	-2	1	-2	0	0.2	1.1	4	-1
O=S(=O)(O)CCS	6	-5	1.1	-11	-2	-0.7	0.94	0	3
O=C(CN1CCC(O)(c2ccc3c(c2)OCO3)CC1)OC1CCCCC1	-8	-6	1	0	4	0.9	1.1	-2	0
CCOC(=O)c1cnc(SCC(=O)Nc2cc(OC)ccc2OC)nc1N	10	1	1	-2	4	86*	0.9	5	-2
CCCNC(=O)N1CCN(c2ncccn2)CC1	1	0	0.97	3	-3	-0.7	0.99	-2	-3
COc1ccc(-c2cn3ccccc3n2)cc1	13	-1	0.97	3	26*	1.7	0.87	0	-5
CCOC(=O)c1c(NC(=O)CSc2nnc(C)c(=O)[nH]2)sc2c1CCC2	5	9	0.94	6	0	-0.4	0.95	4	0
CCC(OC(=O)c1ccco1)C(=O)NCc1ccc(C)cc1 (stereo not given)	-10	-4	1	0	0	-2.7	1.1	2	-2
CCOc1ncccc1C(=O)OCC(=O)Nc1ccc2c(c1)OCCO2	5	-10	0.91	9	0	-1.9	0.95	-5	-2
CCOC(=O)c1cccc(Nc2nc(-c3cccnc3)nc3ccccc23)c1	11	-7	0.87	13	2	0.7	0.89	-4	-4
CCC(Oc1ccccc1)C(=O)Nc1nnc(C(F)(F)F)s1 (stereo not given)	1	-8	1.1	-6	0	4.7	0.99	-6	-2
CC1=NCCN1S(=O)(=O)c1c(C(C)C)cc(C(C)C)cc1C(C)C	-18	-7	1.1	-14	2	-2.4	1.2	4	-5
CC(=O)Nc1cccc(NC(=O)C2CC(=O)N(C3CCCCC3)C2)c1 (stereo not given)	-10	0	1.1	-7	-3	0.9	1.1	-1	-5
CS(=O)(=O)N1CCC(Oc2ccccc2C(=O)NC2CCOC2)CC1 (stereo not given)	16	-5	1.1	-6	0	-0.5	0.84	4	-1
C=C(C)CSc1nnc([C@@H](NC(=O)OC(C)(C)C)C(C)CC)o1 (stereo not given in full)	8	2	1.1	-8	-7	3.0	0.92	2	-1
Cc1occc1C(=O)NNC(=O)c1ccccc1Br	9	-9	1	-4	1	-0.5	0.91	-1	0
CN(C)c1nc(N)nc(-c2ccco2)n1	11	2	0.95	5	-5	1.3	0.89	6	-2
CCC(CC)C(=O)Nc1c(C(=O)N2CCN(c3ccccc3)CC2)oc2ccccc12	-2	0	0.96	4	-2	-0.1	1	1	-6
CCOC(=O)c1c(C)oc2c1c1c(c3ccccc32)OCN(CCCC(=O)O)C1	-10	-8	0.89	11	2	0.4	1.1	-4	-6
COc1cccc(C(C(=O)NC2CCCCC2)N(C(=O)Cc2cccs2)c2ccc(-n3cnnn3)c(OC)c2)c1 (stereo not given)	6	-6	1	-1	0	1.1	0.94	-4	-2
CCCn1nnc(NC(=O)c2ccc(OCC)c(Cl)c2)n1	-16	0	1.1	-13	-9	-0.2	1.2	-1	-1
CCCCOC(=O)CSCC(=O)N1N=C(c2cccs2)CC1c1ccc(F)cc1 (stereo not given)	2	-4	0.93	7	1	0.7	0.98	-1	-3
CCCc1cc(=O)oc2cc(OCC(=O)NCCc3ccc(S(N)(=O)=O)cc3)ccc12	6	-1	1	-1	0	-1.5	0.94	-3	-2
CCn1c(C)nc2cc(C(=O)OC)ccc21	-5	-8	0.99	1	-4	1.0	1	0	0
COc1ccc(C(CNC(=O)/C=C/c2c(Cl)nc3ccccn23)N(C)C)cc1 (stereo not given)	-8	-2	1.1	-11	0	0.7	1.1	-2	-2
Cc1sc2nc(CSCC(=O)Nc3ccc(Cl)cc3F)[nH]c(=O)c2c1C	-7	-6	0.94	6	-1	-1.6	1.1	-4	3
CC(=O)/C(N=Nc1ccc(C(=O)O)cc1[N+](=O)[O-])=C(\C)O	8	-4	0.95	5	0	-1.5	0.92	20	-4
O=C(NNS(=O)(=O)c1cccc(Cl)c1)c1cc(-c2ccc(F)cc2)nc2ccccc12	-13	-11	0.9	10	8	2.4	1.1	2	-6
S=C(c1ccc(-c2cc(Cl)ccc2Cl)o1)N1CCOCC1	20	-4	0.87	13	4	3.0	0.8	-1	-4
CCC(CC)C(=O)Nc1cc(NC(=O)C(CC)CC)cc(C(=O)O)c1	-9	8	1.1	-7	1	0.5	1.1	-1	-5

Some of these compounds in order of the hIAP activ value, rising:
SMILES | hIAP activ
S=C(c1ccc(-c2cc(Cl)ccc2Cl)o1)N1CCOCC1 | 0.8
Cc1sc2nc(CSCC(=O)Nc3ccc(Cl)cc3F)[nH]c(=O)c2c1C | 1.1
CC1=NCCN1S(=O)(=O)c1c(C(C)C)cc(C(C)C)cc1C(C)C | 1.2
